Measles CPE: compounds protecting cells from measles virus cytopathic effect, primary screen, measles RdRp inhibitor project, single point, MLSMR library, absorbance; Measles virus-infected cells, CPE protection; protection (pct of control), % at 4 µM; hit rate 1.5% among 140,000; in the data active = protection mostly above about 24%, no sharp cut-off; inactive = mostly below about 26%; note: some compounds called inactive have numbers as strong as hits
Yeast growth inh: growth inhibitors of yeast BB579 in restrictive medium, primary screen, yeast lifespan-shortening project, S. cerevisiae; hit rate 0.51% among 140,000; OD615, 48 h; inhibition, % at 10 µM;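 active = inhibition above a set limit, 3 SD over the mean compound inhibition, cut at about 44% in these data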; note: inactives centre near -24
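System: DeaD yeast strain BB579; buffer or medium: CSMM-D dextrose restrictive medium; technique: OD at 615 nm; schedule: 4 h cell preincubation, 48 h compound exposure, 30 °C humidified; doses: single 10 µM dose; controls: amphotericin B 10 µg/mL, positive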
PTEN del growth: growth suppression of PTEN-null HCT116, primary screen, cell-based, CellTiter-Glo | viability, % at 10 µM | AID 827, 2007 | hit rate 1.2% among 140,000 | HCT116 PTEN-null viability, 60 h; hits give low values;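 active = viability at or below a set limit, 4 SD under the median of all tested compounds, cut at about 3.7% in these data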;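 note: PTEN knockout HCT116 line with beta catenin targeted HCT116 as companion control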
MRP1 act: H69AR viability gain despite doxorubicin, primary screen, MRP-1 activator project, H69AR cells, CellTiter-Glo. viability rescue. viability increase, % at 10 µM. AID 799, 2007. hit rate 0.61% among 140,000;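 active = viability gain under doxorubicin at or above a set limit, the compound median plus 3 SD, cut at about 4.7% in these data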;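 note: MRP-1 overexpressing cells given doxorubicin 25 µM after compound pretreatment; 18-22 h compound pretreatment then 72 h with doxorubicin before readout; 0% = doxorubicin-only wells and 100% = vehicle-treated cells without doxorubicin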
E-sel TNF inh: E-selectin induction blockers in HUVEC – imaging, immunofluorescence, high content, primary screen; HUVEC TNFa-induced E-selectin immunofluorescence; inhibition, % at 2 µM; hit rate 0.71% among 120,000;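 active = inhibition above the batch mean plus 3 SD, and confirmed as a hit on visual image review, cut at about 43% in these data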;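 note: 0% = TNF-stimulated DMSO wells and 100% = unstimulated control wells; not every result past the cut was called active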
GALR2 blocker: GALR2 antagonists in receptor-expressing cells, primary screen. hit rate 0.39% among 140,000. antagonist mode. inhibition, % at 4 µM. AID 828, 2007; in the data active = inhibition above about 27%;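 note: cells stimulated with galanin 1-16 at roughly its EC80; 0% = agonist challenge control and 100% = basal control without agonist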
Target sequence (O43603 whole entry, looked up): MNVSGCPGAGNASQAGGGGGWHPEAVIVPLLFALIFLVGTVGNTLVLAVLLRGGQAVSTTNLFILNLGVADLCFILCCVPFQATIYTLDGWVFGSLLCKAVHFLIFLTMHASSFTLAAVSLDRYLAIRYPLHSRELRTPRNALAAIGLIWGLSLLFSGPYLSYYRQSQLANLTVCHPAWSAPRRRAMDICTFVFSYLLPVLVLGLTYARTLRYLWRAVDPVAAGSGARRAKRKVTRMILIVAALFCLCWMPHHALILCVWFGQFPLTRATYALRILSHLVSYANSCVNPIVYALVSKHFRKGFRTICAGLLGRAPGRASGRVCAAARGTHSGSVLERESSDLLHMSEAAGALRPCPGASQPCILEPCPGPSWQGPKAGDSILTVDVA
Yeast life ext: compounds extending yeast replicative lifespan, primary screen, S. cerevisiae, OD615; hit rate 0.68% among 130,000; inhibition of the nicotinamide effect, % at 10 µM; S. cerevisiae growth with nicotinamide; deaD strain in restrictive glucose medium;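 active = inhibition above a set limit, placed 3 SD over the median of all compounds, cut at about 26% in these data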;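 note: 0% = nicotinamide-treated wells and 100% = cells grown without nicotinamide; some compounds called inactive have numbers as strong as hits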
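Test system – modified budding yeast, DeaD strain · Compound – single dose 10 µM compound, 0.25% DMSO · Times – culture preincubation 4 h, compound exposure 48 h, both 30 °C · Detection – optical density (absorbance) at 615 nm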
NPY Y2 blocker: NPY-Y2 receptor antagonists, primary screen, cell-based | Neuropeptide Y receptor type 2 (Homo sapiens), P49146 | NPY-Y2 expressing cells, antagonist mode | inhibition, % at 2.7 µM | hit rate 0.99% among 140,000; in the data active = inhibition above about 17%;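 note: 0% = vehicle with agonist challenge and 100% = reference antagonist with challenge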
Target sequence (P49146 whole entry, looked up): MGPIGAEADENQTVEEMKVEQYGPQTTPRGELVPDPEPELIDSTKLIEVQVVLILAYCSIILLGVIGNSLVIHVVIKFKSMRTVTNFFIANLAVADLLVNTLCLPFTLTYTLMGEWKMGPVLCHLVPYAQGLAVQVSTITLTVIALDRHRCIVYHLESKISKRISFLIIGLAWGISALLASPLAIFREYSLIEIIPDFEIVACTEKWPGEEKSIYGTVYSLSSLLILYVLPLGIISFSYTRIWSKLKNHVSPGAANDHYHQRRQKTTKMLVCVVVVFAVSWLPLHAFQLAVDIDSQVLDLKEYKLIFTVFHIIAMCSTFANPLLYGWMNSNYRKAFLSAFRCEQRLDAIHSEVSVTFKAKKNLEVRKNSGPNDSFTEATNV
Phagocytosis inh: inhibitors of macrophage phagocytosis, primary screen, imaging, J774A.1 cells, IgG beads | J774A.1 macrophage IgG-bead phagocytosis | inhibition, % at 5 µM | hit rate 0.07% among 110,000 | AID 1029, 2008;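 active = inhibition above the mean of the plate negative controls plus 5 SD, cut at about 13% in these data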;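 note: phagocytic index as fraction of beads internalized from green versus red external bead signal; plate controls were DMSO negative control for no effect and cytochalasin-D positive control for full effect; some results beyond the cut were filed as inactive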
bCat KO growth: primary screen for growth suppressors in beta-catenin knockout HCT116 cells (colon tumor, human); hit rate 1.5% among 140,000; HCT116 beta-catenin knockout viability, CellTiter-Glo, 60 h; hits give low values; AID 818, 2007; viability, % at 10 µM;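 active = viability at or under a set limit, the compound median less 4 SD, cut at about 6% in these data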;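 note: 0% = Hyamine 1622 control at 20 µM and 100% = untreated cell control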
The depositor's hits bear a star; . = not tested or not shown.

cpd	Compound	Measles CPE	Yeast growth inh	PTEN del growth	MRP1 act	E-sel TNF inh	GALR2 blocker	Yeast life ext	NPY Y2 blocker	Phagocytosis inh	bCat KO growth
1	Cn1c(C(=O)NCCN2CCN(c3ccccc3F)CC2)cc2c(=O)n(C)c3ccccc3c21	4	-41	69	-1.7	22	-9	-5	2	0	70
2	Cc1ccc2nc(NC(=O)Cc3cccs3)sc2c1	4	-21	72	-0.5	20	-11	-31	-4	0	65
3	Cc1ccccc1C(=O)Nc1nc(=S)ss1	11	-34	92	0.6	3	11	-22	1	0	100
4	O=S(=O)(NC1CCCCC1Sc1ncccn1)c1ccc(Cl)cc1 (configuration not stated)	19	5	99	-3.2	-11	-1	-4	-1	-11	96
5	COc1ccc(-c2csc(Cc3nnc(N4CCOCC4)n3-c3ccccc3)n2)cc1	16	-9	93	-0.1	-4	1	26	7	0	97
6	C=CCSc1nccc(-c2cc(Cl)sc2Cl)n1	5	-53	92	0.5	9	-7	-10	1	-2	98
7	COc1cccc(CNc2ccc(N3CCC(C)CC3)cc2)c1OC	7	-31	74	-6.4	-6	1	.	-7	.	59
8	COc1ccc(OC)c(C2C3=C(COC3=O)Nc3cc4c(cc32)OCO4)c1 (configuration not stated)	0	13	14	-3.3	0	12	-17	5	.	16
9	CCc1ccccc1OCCCOc1ccc(OC)cc1	2	-22	69	-1.0	4	-7	-16	2	2	72
10	CC(C(=O)Oc1ccc2c(c1)OCO2)N1C(=O)c2ccccc2C1=O (configuration not stated)	19	10	89	-1.9	36	15	14	5	0	96
11	COc1ccc(CC(=O)Nc2c3c(nn2-c2cccc(Cl)c2)CS(=O)C3)cc1 (configuration not stated)	30	-19	92	-0.5	-7	-12	-6	3	.	95
12	COc1ccc(CN(C(=O)c2cnccn2)C(C(=O)Nc2ccc(F)cc2)c2ccccc2)cc1 (configuration not stated)	3	-10	88	-3.4	4	5	.	3	.	87
13	N#CC1=C(N)NC(SCC(=O)Nc2ccc(Br)cc2)=C(C#N)C12CCCCC2	14	-27	64	-2.8	-4	-3	-5	-4	-1	75
14	C=CCN(c1cccc(C(F)(F)F)c1)S(=O)(=O)c1cccc(C(=O)OCC(=O)NC(N)=O)c1	24	-50	99	-1.9	.	20	3	1	0	88
15	Cc1csc(NC(=O)CSc2nnc(Cn3c(=O)sc4ccccc43)n2-c2ccccc2)n1	5	28	82	-2.6	.	-1	-4	0	1	82
16	COc1ccc2cc(CCNC(=O)c3ccc4c(c3)OCO4)c(=O)[nH]c2c1	6	-45	91	-0.9	-40	14	-11	2	0	91
17	CC(=O)c1c(C(C)=O)c(C)n(NC(=O)c2ccccc2Cl)c1C	3	-16	86	-1.3	-6	5	17	-6	1	82
18	CC(=O)Nc1ccc(NC2=CC(=O)CC(C)(C)C2)cc1	9	-52	103	-0.9	18	3	0	0	.	89
19	CCOC(=O)c1ccc(NC(=O)CCn2nnc3ccccc32)cc1	3	-33	110	-0.6	-37	4	.	2	.	108
20	O=C(CCN1C(=O)c2ccccc2C1=O)Nc1ccc(S(=O)(=O)N2CCOCC2)cc1	10	13	99	0.1	-3	-9	-10	0	-1	97

Three structures out of the list, ordered by formula weight, low to high.
cpd	Compound	Measles CPE	Yeast growth inh	PTEN del growth	MRP1 act	E-sel TNF inh	GALR2 blocker	Yeast life ext	NPY Y2 blocker	Phagocytosis inh	bCat KO growth
9	CCc1ccccc1OCCCOc1ccc(OC)cc1	2	-22	69	-1.0	4	-7	-16	2	2	72
5	COc1ccc(-c2csc(Cc3nnc(N4CCOCC4)n3-c3ccccc3)n2)cc1	16	-9	93	-0.1	-4	1	26	7	0	97
15	Cc1csc(NC(=O)CSc2nnc(Cn3c(=O)sc4ccccc43)n2-c2ccccc2)n1	5	28	82	-2.6	.	-1	-4	0	1	82

The list goes on:
cpd	Compound	Measles CPE	Yeast growth inh	PTEN del growth	MRP1 act	E-sel TNF inh	GALR2 blocker	Yeast life ext	NPY Y2 blocker	Phagocytosis inh	bCat KO growth
21	COc1cc(/C=N/NC(=O)CCc2ccccc2)ccc1O	3	-52	95	-3.0	9	-18	-15	0	.	110
22	CC12CN(S(=O)(=O)c3ccccc3)CC(C)(CN(S(=O)(=O)c3ccccc3)C1)C2	9	-12	98	-1.1	14	16	0	2	-1	88
23	O=C(c1ccco1)N1CCN(S(=O)(=O)c2cccc3nsnc23)CC1	5	-17	90	-2.0	-15	0	-10	6	-3	83
24	Cc1ccc2c(=O)cc(C(F)F)oc2c1	3	-68	104	0.1	.	-9	-10	4	.	109
25	O=S(=O)(NCC1CCCO1)c1cccc2nsnc12 (configuration not stated)	6	-44	99	-1.8	-47	-2	-5	0	-1	95
26	Cc1c(Cl)cccc1NC(=O)CCC(=O)NNC(=O)c1ccccc1Cl	13	-39	90	-1.8	-34	-9	-14	10	.	85
27	O=C(NCc1ccco1)c1cc2c(s1)CSC2	9	-37	93	-1.6	-4	-2	-28	0	-1	89
28	CCOC(=O)c1cc(CC)sc1/N=C/C1C(=O)CC(C)(C)CC1=O	10	-30	99	-1.3	.	10	6	4	-1	96
29	CCCC(C(=O)NCC1CCCO1)N(Cc1ccco1)C(=O)CNS(=O)(=O)c1ccccc1 (configuration not stated)	7	-28	104	-1.2	.	1	5	0	0	84
30	O=C(c1ccccc1)N1CCCC(C(=O)N2CCCCCC2)C1 (configuration not stated)	13	-41	98	-1.6	.	-14	2	1	0	101
31	Cc1ccc(SCc2[nH]nc3c2C2(CCSCC2)C(C#N)=C(N)O3)cc1	1	-40	66	-3.0	-10	-8	-5	7	1	77
32	Clc1ccc2[nH]c3c(NCC4CCCO4)ncnc3c2c1 (configuration not stated)	12	9	20	-4.0	-16	23	-28	2	0	18
33	Cc1noc(C)c1S(=O)(=O)N1CCCCC1	2	-34	97	-1.2	-2	-3	-2	1	.	98
34	Cc1[nH]c2ccccc2c1N=Nc1ccccc1C(=O)O	2	-68	89	-1.5	.	9	4	-1	1	86
35	COc1cc(NC(=O)C/C(C)=N/NC(=O)c2cccc(O)c2)c(OC)cc1Cl	9	-31	89	-3.7	21	-4	-4	2	-5	93
36	COc1cccc(-c2nn(C)c3sc(C(=O)N4CCN(c5ccccc5)CC4)cc23)c1	21	-22	65	-2.9	-1	2	-2	8	0	62
37	COCCN(CC(=O)NCC1CCCO1)C(=O)CCC(=O)Nc1cc(C)on1 (configuration not stated)	23	26	99	0.5	19	-15	-5	2	0	102
38	CCCN1C(=O)C(O)(C/C(C)=N/O)c2ccccc21 (configuration not stated)	4	-43	98	0.0	.	-3	-4	1	.	101
39	Cc1nc(-c2cccnc2)sc1C(=O)Nc1ccc(Cl)cc1	33*	-5	75	-3.0	17	11	-6	2	.	88
40	Cc1ccc(S(=O)(=O)c2c(C)nn(C(C)(C)C)c2OC(=O)c2ccc(Br)o2)cc1	13	-45	87	-2.3	.	-11	22	0	-1	96
41	Cc1ccc(NC(=O)Nc2cccs2)cc1	4	-57	95	-1.5	-54	16	-17	8	-2	88
42	COc1ccc(OC)c(S(=O)(=O)Nc2ccc(O)c(Sc3ncn[nH]3)c2)c1	1	-23	86	-1.2	-10	-20	-13	0	-5	84
43	CCOC(=O)c1cnc(SCC(=O)NCc2cccs2)nc1N	9	-27	104	-0.3	.	12	-1	7	0	98
44	CCC(C(=O)NCc1ccco1)N(Cc1cccs1)C(=O)CNS(=O)(=O)c1ccccc1 (configuration not stated)	20	-5	89	-2.9	-1	0	-11	0	-1	105
45	CC(C)Cn1c(N)c(C(=O)NCCN2CCOCC2)c2nc3ccccc3nc21	8	-21	82	-5.9	-15	-5	-20	6	2	93
46	CC(C)(C)n1ncc2c(=O)n(CC(=O)Nc3ccc(Cl)cc3)cnc21	7	-15	74	0.1	17	-7	-7	-1	-3	76
47	Cc1cc(C(F)(F)F)nc(NCc2cccnc2)n1	8	-51	96	-3.8	4	0	-4	5	.	89
48	COc1ccc(C(=O)NCC2OCCc3ccccc32)cc1 (configuration not stated)	4	-26	96	1.8	6	6	-17	2	.	102
49	OCc1ccccc1NC(=S)Nc1cccnc1	10	-26	90	-0.8	-11	-2	-13	1	-1	87
50	CC1CCCCC1NC(=O)COC(=O)c1c2c(nc3ccccc13)/C(=C/c1ccco1)CC2 (configuration not stated)	3	-53	74	0.2	.	60*	12	0	0	75
51	Cc1cc(N=Cc2c(O)n(-c3cccc(Cl)c3)c(=O)c3ccccc23)no1	2	-46	59	0.6	-20	-8	-4	1	-1	62
52	CC(=O)c1cccc(NC(=S)NC(=O)CC(C)(C)C)c1	6	-22	83	-4.6	-28	3	-22	-1	-3	104
53	O=C1CC(c2ccco2)CC2=C1C=Nc1ccccc1N2 (configuration not stated)	17	-30	77	-5.0	.	1	-1	2	0	74
54	COc1ccc(C2=NO[C@@H]3C(=O)N(c4cccc(C)c4C)C(=O)[C@H]23)cc1OC	2	-29	100	0.6	-15	-5	-4	0	2	97
55	Cc1cc(/C=C(\C#N)C(=O)NCc2cccs2)c(C)n1-c1ccc([N+](=O)[O-])cc1	20	-35	94	-0.8	-10	7	.	5	.	77
56	O=C(CCS(=O)(=O)c1ccc(Cl)cc1)OCC(=O)N1CCCCC1	14	-16	99	-0.8	-49	-3	-10	6	1	93
57	CC(C)CCNC(=O)Cn1c2c(c(-c3ccccc3Cl)cc1=O)CCC2	5	14	60	-1.3	.	-4	-12	-1	2	64
58	Cc1cccc(C(=O)NCCc2nnc(SCC(=O)Nc3nc(C)cs3)n2C)c1	14	-28	.	-1.1	-3	-1	-7	1	-1	93
59	CCC1(C)Cc2c(sc3nc(SC)nc(N)c23)CO1 (configuration not stated)	6	-11	81	-0.1	-88	-13	-11	2	-2	92
60	COCCn1c(C)cc(C(=O)COC(=O)c2n[nH]c3ccccc23)c1C	6	-38	70	-0.8	-7	0	-13	2	0	68
61	Cc1ccc2nc(SCC(=O)Nc3cc(C(C)(C)C)nn3-c3ccccc3)[nH]c2c1	15	-9	64	-1.7	9	-13	5	-2	-18	70
62	O=C(O)c1ccn(Cn2cnc3ccccc32)n1	2	-9	95	0.5	.	2	-9	1	0	101
63	CC(=Nc1cccc(C)c1)c1sc2ccccc2c1O	12	-44	87	-3.1	18	12	-7	0	-1	84
64	CC(=O)OC(C(=O)NC1CCCCC1)c1cccc(C)c1 (configuration not stated)	6	-74	109	0.1	-19	2	-4	2	0	97
65	COc1cccc(NC(=O)CSc2nnc(Cc3cccs3)n2-c2ccc(C)cc2)c1	28	-24	85	-1.9	0	-3	2	5	.	91
66	Cc1occc1-c1nnc(SCC(=O)c2c[nH]c3ccccc23)n1C	5	-73	98	-1.2	.	15	-3	1	0	101
67	O=C(Nc1ccc(S(=O)(=O)NC2CCCCC2)cc1)c1ccco1	1	-7	92	-1.1	-3	-3	.	6	.	89
68	O=C(Nc1ccc(CN2CCOCC2)cc1)c1ccccc1F	17	-22	100	-2.7	-39	9	.	-2	.	91
69	CC(=O)NS(=O)(=O)c1cccnc1Nc1ccc(Cl)cc1	23	-67	106	0.2	-10	1	-5	3	1	105

Assay outcomes: PubChem BioAssay, several laboratories
